# EBI2 block – antagonists of human EBI2 receptor | EBI2 beta-arrestin recruitment, luminescence, 7a,25-OHC stimulated | P32249 | inhibition, % at 5 µM | 360,000 compounds, 0.81% hits; in the data active = inhibition above about 38%;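 note: enzyme fragment complementation signal reports receptor beta-arrestin coupling in cells; 0% = agonist plus DMSO wells and 100% = wells without agonist; some results beyond the cut were filed as inactive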
# APJ agonist – agonists of human APJ apelin receptor; CHO-K1 APJ PathHunter beta-arrestin, luminescence; 0% DMSO wells, 100% apelin; activation, % at 20 µM; 330,000 compounds, 0.11% hits;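 active = activation more than six SD over the plate average, tested at 20 µM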;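 note: 0% = DMSO alone and 100% = apelin-13 at 10 nM; some results filed as inactive read as strong as hits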
#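 Material: CHO-K1 APJ beta-arrestin complementation cell line; Input: cell density 1000 per well; Incubation: compound stimulation 90 min at 25 °C, detection 60 min; Signal: luminescence from split beta-galactosidase complementation, Galacton Star/Emerald II substrate; Controls: DMSO-only wells as negative, 10 nM Apelin-13 as positive control.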
# APJ antag – blocks the human apelin receptor APJ | inhibition, % at 20 µM | CHO-K1 APJ beta-arrestin complementation, luminescence | 330,000 compounds, 0.32% hits | AID 2521;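 active = inhibition above about 40% at 20 µM, limit read from the data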;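 note: cells challenged with 10 nM apelin-13 agonist together with compound; plate controls were apelin-13 plus DMSO wells for no effect and DMSO wells lacking apelin-13 for full effect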
# ATG4B inhibitor – ATG4B (human) cysteine protease inhibition | Q9Y4P1 | ATG4B cleavage of LC3-PLA2, NBD-HPC fluorescence, 1 h | inhibition, % at 8.33 µM | 340,000 compounds, 0.51% hits | AID 504462; in the data active = inhibition above about 40%
# CXCR6 inh – blocks human CXCR6 beta-arrestin recruitment. 360,000 compounds, 0.36% hits. CHO-K1 PathHunter CXCR6 beta-arrestin, luminescence. AID 602244. inhibition, % at 20 µM; in the data active = inhibition above about 34%, passing the limit was not always enough;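 note: antagonist mode with CXCL16 agonist at 10 nM final; 0% = 10 nM CXCL16 with DMSO and 100% = unstimulated wells without agonist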
# Target sequence (O00574 whole entry, looked up): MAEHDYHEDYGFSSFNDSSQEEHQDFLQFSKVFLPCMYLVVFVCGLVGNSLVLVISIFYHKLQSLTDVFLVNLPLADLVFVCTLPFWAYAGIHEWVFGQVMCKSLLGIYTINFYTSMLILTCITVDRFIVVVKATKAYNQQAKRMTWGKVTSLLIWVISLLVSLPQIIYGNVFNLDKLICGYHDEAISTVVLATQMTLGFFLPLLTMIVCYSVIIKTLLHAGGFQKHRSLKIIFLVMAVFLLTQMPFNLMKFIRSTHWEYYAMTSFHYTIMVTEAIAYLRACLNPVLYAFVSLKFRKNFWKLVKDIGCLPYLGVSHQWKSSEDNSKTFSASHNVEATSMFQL
# CCR6 antagonist – CCR6 (human) receptor antagonism. P51684. CHO-K1 CCR6 PathHunter beta-arrestin, luminescence, CCL20-stimulated. inhibition, % at 20 µM. 340,000 compounds, 0.49% hits. AID 493098;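 active = compounds whose inhibition of the agonist-driven luminescence signal at 20 µM reaches about 50%, limit read from the data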;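 note: cells stimulated with CCL20 at 14 nM final; plate controls were DMSO with CCL20 for no effect and DMSO without agonist for full effect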
# Target sequence (P51684 whole entry, looked up): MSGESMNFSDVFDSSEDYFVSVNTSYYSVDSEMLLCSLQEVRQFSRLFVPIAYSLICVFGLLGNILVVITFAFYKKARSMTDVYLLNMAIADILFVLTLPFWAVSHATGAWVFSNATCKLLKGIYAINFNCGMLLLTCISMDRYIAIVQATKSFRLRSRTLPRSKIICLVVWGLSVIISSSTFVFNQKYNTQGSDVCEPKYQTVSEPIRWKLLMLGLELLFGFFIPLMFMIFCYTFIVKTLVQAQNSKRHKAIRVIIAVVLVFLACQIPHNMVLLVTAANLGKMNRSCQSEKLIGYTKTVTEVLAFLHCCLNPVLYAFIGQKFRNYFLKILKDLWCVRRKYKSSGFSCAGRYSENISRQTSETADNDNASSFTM
# UBC13 inh – inhibitors of human UBC13 polyubiquitin chain formation; P61088; TR-FRET; inhibition, % at 20 µM; 330,000 compounds, 0.47% hits; AID 485273; in the data active = inhibition above about 45%, passing the limit was not always enough
# Target sequence (P61088 whole entry, looked up): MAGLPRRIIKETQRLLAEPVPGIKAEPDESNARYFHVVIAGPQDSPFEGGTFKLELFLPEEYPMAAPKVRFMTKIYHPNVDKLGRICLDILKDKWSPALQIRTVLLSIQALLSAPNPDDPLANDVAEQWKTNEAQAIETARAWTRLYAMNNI
# Gli-Sufu antag – Gli-Sufu pathway antagonism. inhibition, % at 5 µM. Sufu-KO-LIGHT fibroblasts, Gli luciferase reporter luminescence. 340,000 compounds, 0.74% hits;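 active = inhibition above about 55%, limit read from the data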;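 note: 0% = DMSO-treated cells and 100% = wells with medium but no cells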
# The depositor's hits bear a star; x = not tested or not shown; & = joins results of further samples.
SMILES,EBI2 block,APJ agonist,APJ antag,ATG4B inhibitor,CXCR6 inh,CCR6 antagonist,UBC13 inh,Gli-Sufu antag
COC(=O)c1cc(OC)c(OC)cc1NC(=O)CSc1nnc(-c2cccnc2)n1C,-0.6,-2.9,4.5,0.1,-1.5,-3.2,-0.5,5.3
O=[N+]([O-])c1cc2ccccc2nc1-c1ccccc1,2.4,x,x,7.3,-10.7,-2.3,x,-5.8
Cc1ccc(NC(=O)c2cnccn2)cc1C,-9.0,1.7,-16.3,-0.6,2.8,14.2,-1.4,-53.4
Cc1cc(Cl)ccc1NC(=O)CN1CCN(C(=O)c2ccco2)CC1,-0.6,-1.3,27.0,4.3,5.7,7.5,2.5,15.4
CCOC(=O)Cn1nc(C)c(NC(=O)CCc2ccc(OC)cc2)c1C,5.2,-3.0,-1.4,-6.0,-1.0,11.2,-18.3,-3.6
C/C(=N/Nc1ccc(C(=O)c2c(C)cc3ccccn23)cc1[N+](=O)[O-])c1ccc(O)cc1,19.1,x,x,1.2,36.9*,47.2,x,-0.2
CSc1ncccc1C(=O)OCC(=O)N1CCc2ccccc21,-21.3,-4.1,2.2,-8.0,-1.5,6.9,-2.6,0.4
Cc1noc(C)c1COc1ccccc1C(=O)N1CCN(c2cccc(C(F)(F)F)c2)CC1,1.8,-2.8,-3.3,-28.5,2.9,2.7,-6.4,9.1
O=C(Nc1ccccc1N1CCOCC1)c1ccc(N2CCCC2=O)cc1,7.9,-1.1,1.4,-8.4,-8.1,-1.8,-5.4,-0.4
N#CC1=C(N)N(c2ccccc2)C(=O)C1,-3.2,-6.6,-8.7,-0.8,-2.6,10.1,-4.5,26.8
COc1ccc2oc(=O)c(C(=O)NCc3cccnc3)cc2c1,-3.8,-2.6,16.0,2.2,-8.3,5.3,15.2,20.7
COC(=O)c1cc(S(=O)(=O)N2CCN(c3ccc(F)cc3)CC2)c[nH]1,0.9,0.8,-4.4,6.4,-13.6,4.5,-5.4,-47.3
Cc1occc1-c1nnc(SCC(=O)Nc2ccc(F)cc2)n1C,3.8,-3.5,-1.3,0.1,1.5,-2.8,2.9,-22.5
COc1cc(OC)cc(C(=O)NCC(=O)OCC(=O)Nc2cc(S(C)(=O)=O)ccc2Cl)c1,0.2,-2.5,-1.5,-9.0,0.3,7.3,18.7,4.6
O=C(c1ccco1)N1CCN(c2nc(C3CC3)nc3sc4c(c23)CCCC4)CC1,10.9,2.1,-6.4,92.6*,13.6,22.0,-1.6,8.8

# Molecules above that have sulfur:
SMILES,EBI2 block,APJ agonist,APJ antag,ATG4B inhibitor,CXCR6 inh,CCR6 antagonist,UBC13 inh,Gli-Sufu antag
COC(=O)c1cc(OC)c(OC)cc1NC(=O)CSc1nnc(-c2cccnc2)n1C,-0.6,-2.9,4.5,0.1,-1.5,-3.2,-0.5,5.3
CSc1ncccc1C(=O)OCC(=O)N1CCc2ccccc21,-21.3,-4.1,2.2,-8.0,-1.5,6.9,-2.6,0.4
COC(=O)c1cc(S(=O)(=O)N2CCN(c3ccc(F)cc3)CC2)c[nH]1,0.9,0.8,-4.4,6.4,-13.6,4.5,-5.4,-47.3
Cc1occc1-c1nnc(SCC(=O)Nc2ccc(F)cc2)n1C,3.8,-3.5,-1.3,0.1,1.5,-2.8,2.9,-22.5
COc1cc(OC)cc(C(=O)NCC(=O)OCC(=O)Nc2cc(S(C)(=O)=O)ccc2Cl)c1,0.2,-2.5,-1.5,-9.0,0.3,7.3,18.7,4.6
O=C(c1ccco1)N1CCN(c2nc(C3CC3)nc3sc4c(c23)CCCC4)CC1,10.9,2.1,-6.4,92.6*,13.6,22.0,-1.6,8.8

# More records follow:
SMILES,EBI2 block,APJ agonist,APJ antag,ATG4B inhibitor,CXCR6 inh,CCR6 antagonist,UBC13 inh,Gli-Sufu antag
COC(=O)c1ccc(CSc2nnc3c(Cl)cc(Cl)cn23)o1,2.6,-2.1,19.1,10.0,-1.7,-10.2,2.2,-14.8
CSc1ccc(S(=O)(=O)N2c3ccccc3CC2C)cc1 (stereo not drawn),15.3,-4.9,17.3,3.1,1.3,29.1,7.1,0.8
COc1cc(CCC(=O)Nc2cccc(C(F)(F)F)c2)cc(OC)c1OC,-5.5,-2.1,-10.8,-5.5,-3.2,-10.6,-0.9,10.3
CCN(CC(=O)NC(=O)NC1CCCC1)Cc1ccccc1,3.5,-4.9,19.2,4.3,0.6,3.9,5.3,-1.7
Cc1onc(-c2ccccc2)c1C(=O)N1CCN(Cc2ccccc2)CC1,-0.9,-1.1,9.6,2.0,4.1,-8.0,3.7,1.8
CCOC(=O)c1sc2nc(CN3CCN(c4cccc(C(F)(F)F)c4)CC3)[nH]c(=O)c2c1C,-3.4,0.1,4.2,1.6,3.0,9.6,-14.5,-30.6
COc1ccc(CCNC(=O)CC2SC(=NCc3ccccc3OC)NC2=O)cc1 (stereo not drawn),4.6,-0.8,11.7,-24.0,-6.8,1.9,-8.9,25.5
COc1ccc(-n2c(SCC(=O)NCC3CCCO3)nc3c(c2=O)SCC3)cc1 (stereo not drawn),7.0,-3.3,-5.9,-4.0,-8.3,1.1,-8.6,5.2
C=CCNC(=O)c1ccccc1NC(=O)C1CCN(S(=O)(=O)c2ccc(SC)cc2)CC1,-7.2,-2.9,0.8,-3.7,-3.7,0.5,-4.5,65.9*
O=C(Nc1c[nH]c(=O)[nH]c1=O)c1cccc([N+](=O)[O-])c1,2.2,-0.7,14.4,-2.6,4.7,-0.1,3.4,-10.1
CC1CCCN(CCCOc2ccc(Cl)cc2Br)C1 (stereo not drawn),-12.9,-3.0,18.0,-2.3,2.9,11.1,3.4,14.2
O=C1C(Cl)=C(N2CCCCCC2)C(=O)N1c1ccc(Cl)cc1,0.9,-1.7,15.5,-1.3,-10.1,18.8,-5.9,0.2
C=CCc1cc(OC)ccc1OCCOCCC(C(=O)OCC)C(=O)OCC,0.4,-1.2,-14.9,2.9,-0.3,20.3,6.0,13.6
Cc1cnc(NC(=O)c2ccc3c(c2)C(=O)N(Cc2ccco2)C3=O)s1,19.1,-4.3,16.0,-4.2,7.9,0.6,-0.5,10.4
CCOC(=O)c1c2n(c3c(NCc4ccccc4)ncnc13)CCCC2,12.6,-6.0,13.3,2.2,9.5,13.4,-2.9,8.5
Cc1ccc(S(=O)(=O)NCC(=O)N(CC(=O)NCC2CCCO2)Cc2ccc(Cl)cc2)cc1 (stereo not drawn),-2.3,0.9,18.5,-4.9,-5.7,-6.3,-2.7,-13.5
CC(=O)C1=C(O)C(=O)N(c2ccc(O)cc2)C1c1ccc(C)cc1 (stereo not drawn),-5.6,-0.5,6.6,-1.4,-24.8,-5.7,-6.6,4.9
Cc1cc(C(=O)OCC(=O)NC2CCCCC2)c(C)o1,-6.0,-2.0,15.4,-4.6,-1.3,6.1,-4.7,-2.8
Cc1nnc(NC(=O)CSc2nnc(CC(=O)Nc3ccccc3C)n2C)s1,-2.0,-3.8,-10.8,-2.8,-0.6,21.6,-5.2,-11.7
CCOC(=O)c1c(C)[nH]c(C)c1C(=O)CSc1nc(N)cc(=O)[nH]1,1.3,-4.7,8.2,-3.1,5.8,0.0,-1.8,1.9
COc1ccc(C(c2nnnn2C2CCCC2)N2CCC(C(N)=O)CC2)c(OC)c1 (stereo not drawn),-6.1,x,x,1.9,12.4,-2.6,x,1.7
CCn1c(SC(C)C(=O)NC2CCCC2)nc2cc(S(N)(=O)=O)ccc21 (stereo not drawn),-10.0,-1.6,-0.2,5.3,1.6,14.8,-14.9,-0.1
O=C(COC(=O)c1cc2ccccc2oc1=O)Nc1cccc(S(=O)(=O)N2CCCCCC2)c1,1.4,4.8,-17.3,5.3,-8.1,1.3,3.8,-11.7
Cc1ccccc1NS(=O)(=O)c1ccc(C(=O)N2CC(C)OC(C)C2)cc1 (stereo not drawn),3.5,-1.2,5.9,4.2,4.6,4.7,-7.2,-7.2
CC1CCC2C(=O)N(c3ccc(Cc4ccncc4)cc3)C(=O)C2C1 (stereo not drawn),-4.8,3.3,1.6,3.5,-9.7,9.2,2.0,42.7
Cc1noc(C)c1NC(=O)Nc1cccc2c1O[C@@H](CN(C)Cc1ccc3c(c1)OCO3)[C@@H](C)CN([C@H](C)CO)C2=O,-6.7,0.0,-1.3,-6.7,-8.7,6.5,5.8,-0.8
O=C(Nc1nsc(-c2ccccc2)n1)c1ccncc1,-2.6,-2.0,-13.7,-5.9,-6.1,20.6,10.1,-0.8
O=C(Cn1nc(-c2ccccc2)nc1-c1ccccc1)N1CCOCC1,1.0,6.6,7.2,-1.6,-4.8,6.5,3.5,-3.0
CCCCNc1c(-c2cccc(SC3CCCCC3)c2)nc2ccc(Cl)cn12,17.2&17.4,5.9,-33.4,-5.2,-1.6&-6.0,7.4,1.7,4.1
O=c1[nH]c(/C=C\c2cccc(Cl)c2)nc(O)c1[N+](=O)[O-],-2.7,-3.0,0.9,2.1,-0.5,9.3,-5.6,5.6
CN1CCN(C=NC2=NN(c3cccc(C(F)(F)F)c3)CC2)CC1,-15.1,2.1,-7.3,-11.5,-7.7,-2.0,5.9,-16.1
O=[N+]([O-])c1ccc(O)c(/C=N/n2cnc3ccccc32)c1,-6.1,-1.4,17.8,9.1,17.4,3.6,-12.2,20.2
CCOc1cccc(/C=N/N=C/c2cccc(OCC)c2O)c1O,-23.2,-1.9,14.3,5.9,-9.2,1.1,-11.5,-0.9
COc1cc(OC)c2c(-c3cccc(-c4ccc(C#N)cc4)c3)cc(=O)oc2c1,22.1,x,x,0.0,3.8,24.9,x,1.2
Cc1ccnc(NC(=O)c2cccc(S(=O)(=O)N3CCN(c4ccccc4)CC3)c2)c1,5.4,-4.6,-27.6,-3.5,0.6,-8.4,6.9,1.9
COc1ccc(CC(=O)NCc2ccccc2)cc1S(=O)(=O)N1CCOCC1,-13.3,-3.2,-0.3,-4.3,8.6,-10.6,-4.2,-1.4
CC(=O)Nc1cc(C(=O)OC(C(=O)c2ccccc2)c2ccccc2)ccc1C (stereo not drawn),6.8,-5.4,7.0,2.2,9.1,21.3,6.0,-22.5
OC(c1ccc(Cl)cc1)C(O)c1nc2ccccc2[nH]1 (stereo not drawn),-1.1,-1.3,21.1,2.0,-1.4,-19.5,12.8,33.2
Cc1cc(C)nc(N2C(=O)CC(Cc3ccc(Cl)cc3)C2=O)n1 (stereo not drawn),5.6,0.4,11.7,5.2,9.2,10.1,2.3,-1.1
Cc1ccc(CCNC(=O)CCS(=O)(=O)Cc2ccc(C)cc2)cc1,9.1,-2.8,11.9,3.6,-5.7,15.9,9.9,-17.1
CSc1ncccc1C(=O)NCC12CC3CC(CC(C3)C1)C2,1.5,-3.1,3.5,1.4,-5.6,5.4,7.6,7.3
c1ccc(CN=C2Nc3ccccc3CS2)nc1,-7.8,-0.7,-7.5,-11.6,5.8,3.3,-6.2,-77.9
COc1ccccc1N1CCN(C(=O)Nc2ccc([N+](=O)[O-])cc2)CC1,3.0,-1.8,-9.2,-2.7,1.6,16.0,-17.8,5.8
COc1nnc(-c2ccc(C)c(S(N)(=O)=O)c2)c2ccccc12,-2.0,-1.1,16.4,-4.8,0.1,6.6,3.6,6.1
COC(=O)COc1ccc(S(=O)(=O)N2CCCCCC2)cc1,-0.6,-0.2,5.8,-6.6,1.8,-10.4,5.5,0.0
Cc1ccc(C(C2=C(O)CC(C)(C)CC2=O)C2C(=O)CC(C)(C)CC2=O)o1 (stereo not drawn),-18.0,2.8,2.0,-1.2,-1.3,-30.8,-19.2,0.8
O=C(c1ccccc1F)N1CCN(c2ccccc2F)CC1,-7.9,-0.9,8.1,-2.6,-1.5,12.8,3.4,9.5
CCc1ccnc(NC(=O)Nc2ccc(OCc3ccccc3)cc2)c1,10.3,-0.5,3.7,5.3,-6.3,8.8,1.7,-0.8
O=[N+]([O-])c1ccccc1N/N=C/c1ccc2c(c1)OCO2,14.1,-2.0,6.6,-10.6,4.8,9.3,-53.4,-88.7
CC(C)[C@H](NC(=O)N1CCn2c1nc1ccccc12)C(=O)NCc1ccc(F)cc1,12.8,13.4,-14.0,7.3,8.4,4.9,2.7,36.4
